# BRCA1 expr up = activators of BRCA1 expression | MCF7-BRCA1-FFLuc reporter, luminescence, 48 h; response scale: scaled: vehicle 0%, 10 µM genistein 100% | Potency, µM (titrated, usually from 46.1 µM), without a hit: at the highest dose activation, most hits filed as activators | 380,000 tested, 1.1% active; also: nearly all actives have a fitted effect of over 80% in size; some results filed as inactive show a strong effect at the top dose
#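 Activators of BRCA1 expression were detected as increased firefly luciferase luminescence in engineered MCF7 cells after 48 h compound incubation. Signals were scaled to genistein 10 microM as full activation.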
# Integrin act MD = integrin-mediated muscular dystrophy alleviation activation. AID 624291. 350,000 tested, 0.064% active. alpha7betagal myoblasts, beta-gal FDG fluorescence, 48 h. Potency, µM (highest dose often 38.3 µM), for inactives: at the top dose activation, usual class: activators;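 also: 100% = response of the positive control SU9516; nearly all actives have a fitted effect of over 60% in size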
#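 Alpha7betagal+/- myoblasts (passage 13) were plated 16-24 hr, then exposed to compounds (1:260 dilution of DMSO stock) for 48 hours at 37C. After MPER lysis, β-galactosidase reporter activity was read as FDG fluorescence (ex 480/em 540) after 30 minutes.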
# * hit, by the source's call; ? = inconclusive; [ ] = remark or other dose. Calls follow the shape of the dose curve; as a rule, active = well fitted activation curve with a large enough effect; inconclusive = small, poorly fitted or top-dose-only effect; inactive = no such curve, though single readings can be large or run the other way. Potency is read from the fitted curve at half-maximal effect. These rows are one share of the data; rates above refer to the full screens.
smiles	BRCA1 expr up	Integrin act MD
O=C(C[C@H]1C(=O)N(C2CCCCC2)C[C@@H]1c1ccccc1)Nc1ccc(Br)cc1	4%	23%
COc1ccc(C(=O)NC(=S)Nc2ccc3[nH]c(=O)[nH]c3c2)cc1Br	4%	4%
CSc1ncnc2c1ncn2CCCNCC(C)c1ccccc1 (configuration not stated)	19%	-10%
COc1ccccc1S(=O)(=O)N(C)C[C@@H]1OCc2cnnn2CCCC(=O)N([C@H](C)CO)C[C@@H]1C	4%	1%
CC1C(=O)N(Cc2cn(CCC3OCCCO3)nn2)CCS(=O)(=O)N1Cc1ccc(-c2ccc(F)nc2)cc1 (configuration not stated)	2%	-7%
Clc1ccc2nc(C(Cl)(Cl)Cl)[nH]c2c1	-6%	9%
Cc1cc(C)c(NC(=O)CN2CCN(S(=O)(=O)c3ccc4c(c3)OCCO4)CC2)c(C)c1	0%	-8%
CSc1nc2nc(Cl)c(Cl)nc2[nH]1	3%	-1%
C[C@H]1CN([C@@H](C)CO)S(=O)(=O)c2ccc(Br)cc2O[C@H]1CN(C)Cc1ccccc1	-33%	-18%
CCOC(=O)C1(C(=O)OCC)COC(=O)C1CN1Cc2cc3ccccc3nc2C1 (configuration not stated)	-55%	-19%
CN1C(=O)CN(CCN2CC(=O)N(C)C(=O)C2)CC1=O	8%	-2%
Cc1cccc(OC(C)C(=O)Nc2nc(-c3cccnc3)cs2)c1 (configuration not stated)	-41%	12%
CCCCCCn1c(=O)n2n(c1=O)C[C@]1(OC(=O)NCc3ccccc3)CN(S(=O)(=O)c3ccc(C)cc3)C[C@]1(O)C2	-29%	-9%
CC1C(=O)N(Cc2cn(Cc3ccco3)nn2)CCS(=O)(=O)N1Cc1ccc(-c2ccc(F)nc2)cc1 (configuration not stated)	-2%	15%
COc1ccccc1CNc1cccc(C)n1	37%	-7%

# The list continues:
smiles	BRCA1 expr up	Integrin act MD
C/C(NCCc1ccccc1)=C1/CCOC1=O	2%	3%
C[C@@H]1CN([C@@H](C)CO)C(=O)CCCn2nncc2CO[C@H]1CN(C)C(=O)Nc1ccc2c(c1)OCO2	15%	5%
COc1ccccc1C(=O)COC(=O)C1CCN(S(=O)(=O)c2ccccc2)CC1	-8%	-5%
C[C@H]1CN([C@@H](C)CO)C(=O)CCCn2nncc2CO[C@@H]1CN(C)S(=O)(=O)c1cn(C)cn1	8%	11%
Cc1cc(=O)oc2cc(OCC(=O)NC3(C#N)CCCCC3)ccc12	-7%	17%
Cc1ccccc1-c1ccc2c(c1)O[C@@H](CN(C)Cc1ccc(C(=O)O)cc1)[C@@H](C)CN([C@H](C)CO)S2(=O)=O	0%	18%
O=C(NCCCN1CCOCC1)c1cccc(S(=O)(=O)N2CCc3ccccc32)c1	-5%	9%
Cc1ccc(C(=O)OCC(=O)Nc2c(C)nn(-c3ccccc3)c2C)c(O)c1	6%	24%
O=C(COC(=O)/C=C/c1ccc(Cl)cc1Cl)Nc1cccc(S(=O)(=O)NC2=NCCC2)c1	-4%	3%
CCCCCCN1C[C@@H](O)[C@H](n2cc(C3CC3)nn2)C[C@@H]1c1ccc(OC)cc1	13%	7%
C[C@@H]1CN([C@@H](C)CO)C(=O)CCCn2nncc2CO[C@H]1CN(C)C(=O)c1cc(-c2ccccc2)on1	-21%	-10%
CNc1n[nH]c(-c2ccccc2)n1	53%	0%
Cc1ccc([C@H]2C[C@H](n3cc(-c4ccc(F)cc4)nn3)[C@@H](O)CN2C(=O)C2CCCCC2)cc1	-4%	21%
C[C@H](CO)N1C[C@H](C)[C@H](CN(C)C(=O)Nc2ccnc(N3CCOCC3)c2)OCc2cnnn2CCCC1=O	?	13%
C[C@H](CO)N1C[C@H](C)[C@@H](CN(C)Cc2cccc3c2OCCCO3)OCc2cnnn2CCCC1=O	10%	18%

# The results go on.
smiles	BRCA1 expr up	Integrin act MD
O=C(c1ccccc1F)N1N=C(C(F)(F)F)CC1(O)c1ccccc1 (configuration not stated)	-5%	-8%
CCc1ccc(/C=C2\SC(=S)N(CCCC(=O)N(CCO)c3ccccc3)C2=O)cc1	-87%[inhibitor]	-52%[inhibitor]
Nc1ccc(C(=O)Nc2ccc(Nc3ccncc3)cc2)c([N+](=O)[O-])c1	3%	2%
COc1cc2c(cc1OC)C(O)=CC(=O)C2=O	2%	-3%
O=C(c1ccc(Cl)cc1)N1CCN(c2ccc(N3CCOCC3)nn2)CC1	1%	4%
O=C(Nc1ccc(Cl)cc1)c1cc(S(=O)(=O)N2CCCCC2)ccc1N1CCOCC1	-22%	-15%
Cc1ccc(S(=O)(=O)C=CS(=O)(=O)c2ccc(C)cc2)cc1	-58%	-61%[inhibitor]
Cc1ccc(C(c2c(NC(=O)c3ccco3)sc(C)c2C)N2CCOCC2)cc1 (configuration not stated)	-3%	11%
Nc1nc(-c2ccccc2)c(CC(=O)O)s1	23%	5%
CC(C)C1C(=O)N(Cc2cn(CC3CCCCC3)nn2)CCS(=O)(=O)N1Cc1ccc(-c2ccc(F)nc2)cc1 (configuration not stated)	-65%	-51%[inhibitor]
CCOC(=O)c1cnc2cc(-c3ccc(C)cc3)nn2c1C	?	20%
CC(=O)Oc1[nH]c(=O)c2cccc3c2c1CCC3	1%	4%
COC1OC2COC(c3ccccc3)OC2C2OC(c3ccccc3)OC12 (configuration not stated)	5%	14%
O=C(O)c1ccc([N+](=O)[O-])nc1	2%	7%
CCC(=O)N(C)C[C@H]1Oc2cc(-c3cccnc3)ccc2S(=O)(=O)N([C@H](C)CO)C[C@H]1C	6%	-1%

# Additional results follow.
smiles	BRCA1 expr up	Integrin act MD
CCCCN1C(=O)C(CC(=O)NC(c2ccccc2)c2ccccc2)CC(C(=O)N2CCOCC2)=C1C (configuration not stated)	2%	14%
CCCCN1C(=O)C(CC(=O)NCCCCc2ccccc2)CC(C(=O)N2CCOCC2)=C1C (configuration not stated)	4%	-12%
CC(=O)Nc1cccc(NS(=O)(=O)c2ccc3c(c2)CCC(=O)N3)c1	-15%	0%
O=C1CCC2c3[nH]c4ccccc4c3CCN12 (configuration not stated)	-23%	2%
c1coc(-c2cnc3ccccc3n2)c1	51%	-18%
COc1cc(C=C(C#N)c2ccc([N+](=O)[O-])cc2)ccc1O	12%	0%
C[C@H]1CNC(=O)c2c(C(=O)Nc3cccc(Cl)c3)ncn21	-9%	34%
COc1cc(CCC(=O)Nc2cc(S(=O)(=O)N3CCOCC3)ccc2OC(C)C)cc(OC)c1OC	3%	-27%
Cc1cc(NC(=O)C(C)SCC(=O)Nc2ccc(C(=O)OC(C)C)cc2)no1 (configuration not stated)	-38%	11%
CCCCN(C)CCCNC(=O)Cn1cc2c(n1)-c1c(oc(C(=O)N3CCCC3)c1C)CC2	-2%	-22%
O=C(Oc1ccc(=O)[nH]n1)c1ccccc1	6%	8%
CCOC(=O)[C@@H](NC(=O)CC[C@H]1O[C@@H](n2cc(C)c(=O)[nH]c2=O)C[C@@H]1O)C(C)C	19%	-6%
COc1ccc2[nH]c(=O)c(CN(C(C)=O)c3cc(C)ccc3C)cc2c1	-13%	-16%
CCC1Oc2ccccc2N(CC(=O)N2CCCC2)C1=O (configuration not stated)	22%	-7%
C[C@H](CO)N1C[C@H](C)[C@@H](CN(C)C(=O)Nc2ccnc(N3CCOCC3)c2)OCc2cnnn2CCCC1=O	2%	13%

# Remaining list, next part.
smiles	BRCA1 expr up	Integrin act MD
C[C@H](CO)N1C[C@H](C)[C@@H](CN(C)Cc2ccccc2C(=O)O)OCc2cnnn2CCCC1=O	3%	13%
CCN(c1ccccc1)S(=O)(=O)c1cccc(C(=O)Nc2cccc(C)n2)c1	-1%	-1%
O=Cc1cn(CCOc2ccc(F)cc2)c2ccccc12	-8%	-3%
O=C(CCc1c[nH]c2ccccc12)OCC(=O)c1ccccc1	-5%	16%
O=C(CCC1CCN(C(=O)C2CC=CCC2)CC1)Nc1ccccc1 (configuration not stated)	-14%	13%
CCCCN1C(=O)C(CC(=O)NCc2cccs2)CC(C(=O)N(C)C)=C1C (configuration not stated)	3%	24%
C[C@@H]1CN([C@@H](C)CO)C(=O)CCCn2nncc2CO[C@H]1CN(C)Cc1ccc2c(c1)OCO2	13%	-7%
COc1ccc(Cc2nc3ccc(C(=O)NC4CCOC4)cc3o2)cc1OC (configuration not stated)	-21%	24%
Cc1ccc2c(=O)n3c(nc2c1)C(Cc1ccccc1)NC(=O)c1cc2ccccc2cc1-3 (configuration not stated)	-39%	-44%[inhibitor]
COCCNC(=S)N1CCC(C(=O)c2ccc(Cl)cc2)CC1	-13%	2%
COc1ccccc1CN(C)C[C@H]1OCc2cnnn2CCCC(=O)N([C@H](C)CO)C[C@@H]1C	-2%	7%
CC1(C)C(=O)C=C(N2CCCCC2)c2ccccc21	-2%	7%
COc1ccc(S(=O)(=O)N2CCN(CC(=O)N3CCNC3=O)CC2)cc1OC	-3%	18%
CCc1cccc(CC)c1N1C(=O)C2=C(SCCCS2)C1=O	-28%	-31%
CCCCCC(=O)N1C[C@@H](O)[C@H](n2cc(C3CC3)nn2)C[C@@H]1c1ccc(C)cc1	4%	-2%

# Brought forward from above: two compounds; new compounds follow.
smiles	BRCA1 expr up	Integrin act MD
CCc1cccc(CC)c1N1C(=O)C2=C(SCCCS2)C1=O	-28%	-31%
CCCCCC(=O)N1C[C@@H](O)[C@H](n2cc(C3CC3)nn2)C[C@@H]1c1ccc(C)cc1	4%	-2%
CCC(O)c1cnc(OCc2ccccc2)nc1OCc1ccccc1 (configuration not stated)	8%	12%
N#Cc1cnn(-c2cc(Cl)ccc2Cl)c1N	1%	14%
Cc1cccc(-c2ocnc2C(=O)Nc2ncc(C)s2)c1	-44%	-1%
CCCCCCn1c(=O)n2n(c1=O)[C@@H]1CN(S(=O)(=O)c3ccc(C)cc3)C[C@]1(O)[C@@H](OC(=O)NCc1ccccc1F)C2	-44%	0%
COc1ccc(NC(=O)N(C)C[C@@H]2Oc3cc(C#CCN(C)C)ccc3S(=O)(=O)N([C@H](C)CO)C[C@H]2C)cc1	0%	-4%
Cc1ccc([C@H]2C[C@@H](O)[C@H](n3cc(C4CC4)nn3)CN2Cc2cccs2)cc1	8%	9%
COc1ccc([C@H]2N[C@]3(CCCN(Cc4ccccc4)C3=O)[C@H]3C(=O)N(C)C(=O)[C@@H]23)cc1	6%	-9%
CCCCCC(=O)N1C[C@H](O)[C@@H](n2cc(C3CC3)nn2)C[C@@H]1c1ccc(OC)cc1	-4%	16%
CCCCN1C[C@H](c2ccccc2)[C@@H](CC(=O)NC)C1=O	1%	15%
CC(=O)N(C)C[C@@H]1Oc2ncc(Br)cc2C(=O)N([C@H](C)CO)C[C@@H]1C	2%	-14%
C[C@@H]1CN([C@@H](C)CO)C(=O)CCCn2nncc2CO[C@H]1CN(C)Cc1ccc(Cl)c(Cl)c1	0%	-19%
CCCNC(=O)Cn1nc(-c2ccccc2OC)ccc1=O	3%	-4%
COc1ccc(CN(C)CCCn2cnc3c(OC)ncnc32)cc1OC	-11%	-22%
Cn1c(=O)c2c(ncn2CC(=O)OCC(=O)c2ccc(OC(F)F)cc2OC(F)F)n(C)c1=O	1%	7%
COc1ccc(CCC(=O)N2CCN(S(=O)(=O)c3ccc(OC)c([N+](=O)[O-])c3)CC2)cc1	-21%	-26%

# In the list so far, 4 have a nitro group on carbon.
smiles	BRCA1 expr up	Integrin act MD
Nc1ccc(C(=O)Nc2ccc(Nc3ccncc3)cc2)c([N+](=O)[O-])c1	3%	2%
O=C(O)c1ccc([N+](=O)[O-])nc1	2%	7%
COc1cc(C=C(C#N)c2ccc([N+](=O)[O-])cc2)ccc1O	12%	0%
COc1ccc(CCC(=O)N2CCN(S(=O)(=O)c3ccc(OC)c([N+](=O)[O-])c3)CC2)cc1	-21%	-26%

# (cont.)
smiles	BRCA1 expr up	Integrin act MD
CC1(C)CC(=O)C(CSC(=O)c2ccccc2)C(=O)C1	7%	-19%
COc1ccc([C@H]2CN(CCc3ccccc3)C(=O)[C@@H]2CC(=O)Nc2ccccc2)cc1	9%	23%
CCC(C)C(CO)NCCCn1cnc2c(OCc3ccccc3)ncnc21 (configuration not stated)	5%	13%
CC1=C(C(=O)N2CCOCC2)CC(CC(=O)NC2CCCC2)C(=O)N1Cc1ccc(F)cc1 (configuration not stated)	-15%	12%
C[C@H](CO)N1C[C@H](C)[C@@H](CN(C)C(=O)NC2CCCCC2)OCc2cnnn2CCCC1=O	4%	15%
CCOC(=O)N1CCN(C(=O)c2ccc(CS(=O)c3cccc(C)c3)o2)CC1 (configuration not stated)	-7%	-21%
C[C@@H]1CN([C@H](C)CO)C(=O)c2cc(Br)cnc2O[C@@H]1CN(C)Cc1cncnc1	-8%	21%
COCC(=O)N1C[C@H]2CON(C)[C@H]2C[C@H]1c1cccc(-c2ccccc2)c1	1%	-5%
CC(=O)c1sc(NC(=O)CCS(=O)(=O)c2ccc(F)cc2)nc1C	-89%	-65%[inhibitor]
CN1CC(O)(C(O)C(O)C(O)CO)SC1=S (configuration not stated)	-2%	6%

# Some values from above.
# For BRCA1 expr up, CCOC(=O)N1CCN(C(=O)c2ccc(CS(=O)c3cccc(C)c3)o2)CC1 (configuration not stated) has the entry -7%
# For Integrin act MD, CCC(C)C(CO)NCCCn1cnc2c(OCc3ccccc3)ncnc21 (configuration not stated) has the entry 13%
# For BRCA1 expr up, C[C@H](CO)N1C[C@H](C)[C@@H](CN(C)C(=O)NC2CCCCC2)OCc2cnnn2CCCC1=O has the entry 4%

# Source: PubChem BioAssay (National Center for Advancing Translational Sciences (NCATS))
